MLL CXXC-DNA inh: inhibitors of human MLL CXXC domain-DNA interaction | 290,000 compounds, 0.037% hits | MLL-CXXC / FITC-HOXA9 DNA fluorescence polarization | Q03164 | Potency, µM (top dose mostly 115 µM), for inactives: top-dose activity change, negative = inhibition, most hits filed as inhibitors | AID 2662; active = well fitted inhibition curve with a large enough effect in the polarisation, with a control signal flat, not every such curve was filed as active; inconclusive = small, poorly fitted or top-dose-only effect, or effect the other way, or a change in a side signal; inactive = no such curve, though single readings can be large or run the other way; the % refers to the polarisation; note: potency is the fitted concentration of half-maximal effect
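Fluorescence polarization: 7 uM MLL-CXXC (stock) preincubated 5 min with compounds, then 50 nM fluorescein-HOX-A9 DNA (stock) added; 30 min ambient. Buffer 50 mM Tris-HCl pH 7.5, 50 mM NaCl, 1 mM DTT, 0.05% BSA.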
GALK inhibitor: inhibitors of human galactokinase. P51570. AID 1868. Purified GALK, Kinase-Glo residual ATP luminescence. Potency, µM (series often up to 57.5 µM), inactives show top-dose activity change, negative = inhibition, usual class: inhibitors. 270,000 compounds, 0.007% hits; note: potency is the fitted concentration of half-maximal effect; % is set by controls: 0 for no effect and ±100 for the full control effect
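5 nM enzyme, 35 uM ATP, 100 uM galactose, 20 mM HEPES pH8.0, 5 mM MgCl2; 1 h RT; residual ATP by Kinase-Glo Plus luminescence, qHTS format.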
TRPV1 agonist: agonists of human vanilloid receptor 1 (TRPV1) | Q8NER1 | TRPV1-expressing cells, Fluo-8 calcium influx, agonist mode | activation, % at 8.33 µM | 320,000 compounds, 0.19% hits | AID 540275; in the data active = activation above about 80%; inconclusive = between about 30% and that limit; note: 0% is about no effect
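TRPV1-expressing cells were cultured overnight at 35.5C and loaded with Fluo-8 calcium dye for 40 to 90 min at room temperature. After a 10 s baseline, compound was added and calcium influx was read kinetically for 3 min (ex 480/em 520 nm).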
ASM inhibitor: blocks human secretory acid sphingomyelinase; Potency, µM (titrated, usually from 57.5 µM), for the others: at the highest dose activity change, negative = inhibition, most hits filed as inhibitors; 340,000 compounds, 0.006% hits; placental ASM, HMU-PC fluorogenic substrate, 60 min; P17405; AID 504937; note: potency is the fitted concentration of half-maximal effect
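Fluorogenic HMU-PC substrate (9 uM final) is turned over by placental ASM in 60 min at 37 C after a 10 min compound preincubation. Reaction ended by alkaline stop (pH 10), with fluorescence read at 386/447 nm.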
FBPA coupling cs: coupling enzyme interference in Giardia aldolase counter-screen | 290,000 compounds, 0.67% hits | activity change, negative = inhibition, % at 58.2 µM, hits read low | AID 2472 | coupling enzyme system counterscreen, AmpLite Red fluorescence; in the data active = activity change below about -30%; note: % is set by controls: 0 for no effect and ±100 for the full control effect
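Coupling enzymes only (glyceraldehyde-3-phosphate) + compound, at 57.5 uM final, 10 min RT; add substrate/coupling/AmpLite Red mix, 20 min RT; fluorescence ex 525/em 598 nm. Actives flag coupling-system interference.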
AT treatment: potential ataxia-telangiectasia treatments restoring KAP-1 phosphorylation | 320,000 compounds, 0.19% hits | Potency, µM (titrated, usually from 57.5 µM), for inactives: top-dose activation, hits mostly activators | […] A-T fibroblasts, KAP-1 phosphorylation AlphaLISA; neocarzinostatin DNA damage 30 min before lysis | AID 485349; note: potency is the fitted concentration of half-maximal effect; % of control where 0% means no effect; nearly all actives have a fitted effect of over 45% in size
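hTERT-immortalized A-T patient fibroblasts ([…]), 500 cells/well in OPTI-MEM, 1% FBS, got compounds for 60 min, then NCS for 30 min at 37C. Lysates were then assayed for phospho-KAP-1 by AlphaLISA (anti-pKAP1 donor, anti-KAP1 acceptor beads), 6 hr at 25C.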
Integrin act MD: activates integrin-mediated alleviation for muscular dystrophy. alpha7betagal myoblasts, beta-gal FDG fluorescence, 48 h. Potency, µM (titrated, usually from 38.3 µM), for inactives: at the top dose activation, actives largely listed as activators. 350,000 compounds, 0.064% hits;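 note: potency is the fitted concentration of half-maximal effect; 100% = response of the positive control SU9516; nearly all actives have a fitted effect of over 60% in size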
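Alpha7betagal+/- myoblasts (passage 13) were plated 16-24 hr, then exposed to compounds (1:260 dilution of DMSO stock) for 48 hours at 37C. After MPER lysis, β-galactosidase reporter activity was read as FDG fluorescence (ex 480/em 540) after 30 minutes.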
KCNH2 WT inh: KCNH2 (human, wildtype) channel inhibition | AID 720551 | activity change, % at 1.84 µM | Q12809 | U2OS, BacMam KCNH2, thallium flux FluxOr; active compounds read low | 340,000 compounds, 0.37% hits;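 active = maximum activity change below -70%; inconclusive = maximum activity change between -70% and -50%; inactive = maximum activity change above -50%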; note: % is set by controls: 0 for no effect and ±100 for the full control effect
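U2OS cells were transduced with wild-type KCNH2 virus (2.03 x 10^8 / mL) for 4 h at room temperature, then cultured overnight at 37 C. Thallium flux was read with FluxOr dye. Rate constants were normalized to DMSO controls.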
KCNH2 3.1 block: KCNH2 3.1 (human) potassium channel inhibition. U2OS KCNH2 3.1, thallium flux FluxOr; active compounds read low. activity change, % (tested at about 1.8 µM). 340,000 compounds, 0.95% hits. AID 720553;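 active = maximum activity change below -70%; inconclusive = maximum activity change from -70% to -50%; inactive = maximum activity change above -50%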;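 note: thallium influx rate constant from kinetic fluorescence after stimulation buffer; % is set by controls: 0 for no effect and ±100 for the full control effect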
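Channel expression came from 3.1 mutant virus (1.77 x 10^8 /mL) applied to suspended U2OS cells for 4 h. Flux was tracked with FluxOr dye plus Red40 quencher, and kinetic rate constants normalized to controls.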
MBNL1-CUG inh: blocks human MBNL1 binding to CUG repeat RNA; Q9NR56; TR-FRET MBNL1-His/biotin-(CUG)12 binding, 665/545 ratio; Potency, µM (doses to about 57.5 µM), for the others: at the highest dose activity change, negative = inhibition, usual class: inhibitors; 280,000 compounds, 0.036% hits; active = well fitted inhibition curve with a large enough effect in the signal ratio, with a control signal flat, not every such curve was filed as active; inconclusive = small, poorly fitted or top-dose-only effect, or effect the other way, or a change in a side signal; inactive = no such curve, though single readings can be large or run the other way; the % refers to the signal ratio; note: potency is the fitted concentration of half-maximal effect; % is set by controls: 0 for no effect and ±100 for the full control effect
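Compound titration spanned 92 nM–58 uM against the MBNL1-His/biotin-(CUG)12 complex. After 60 min at room temperature with 5 nM streptavidin-XL665 and 0.055 ng/ul terbium anti-His, ratiometric 665/545 nm emission (Ex 340 nm) normalized to controls.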
An asterisk follows results filed as active; ? = inconclusive; . = no result given; [ ] = another dose, or the depositor's remark. Unless noted, calls come from the whole dose curve; as a rule, active = well fitted curve in the direction sought with a large enough effect; inconclusive = small, poorly fitted or top-dose-only effect, or another doubt; inactive = no such curve, though single readings can be large; an effect the other way counts as inactive or inconclusive.

SMILES	MLL CXXC-DNA inh	GALK inhibitor	TRPV1 agonist	ASM inhibitor	FBPA coupling cs	AT treatment	Integrin act MD	KCNH2 WT inh	KCNH2 3.1 block	MBNL1-CUG inh
Cc1ccc(C(=O)OCC(=O)Nc2ccc3[nH]c(=O)[nH]c3c2)o1	.	.	0.3	0.8%	.	8.7%	-25.1%	-4.2	4.6	.
CCCCN(C(=O)c1ccc(Cl)c([N+](=O)[O-])c1)c1c(N)n(CCC)c(=O)[nH]c1=O	6.4%	-3.0%	2.5	2.6%	-0.3	1.1%	-3.6%	-19.4	-9.5	10.9%
Cc1nn(CC(=O)Nc2ccc3c(c2)OCO3)c(C)c1[N+](=O)[O-]	7.7%	-1.1%	0.4	-2.2%	1.5	1.8%	-0.6%	-2.9	-14.9	-2.5%
Cc1ccc(OCc2cc(C(=O)NCc3cnn(-c4cccc(F)c4)c3)no2)cn1	16.1%	-4.8%	5.4	1.1%	.	15.0%	17.8%	-18.5	-23.0	-1.7%
O=C(CSc1nc2ccccc2n1Cc1ccc(Cl)cc1)N/N=C/c1ccccc1C(=O)O	19.9%	4.3%	-1.9	-2.3%	10.1	-0.2%	5.2%	-6.4	0.2	-4.7%
Cc1cc(=O)[nH]c2c3ccccc3nn12	-0.1%	1.2%	2.5	3.6%	-1.3	5.4%	11.1%	1.6	13.1	-5.9%
CC(=O)c1ccc(OCCCC(=O)NCc2nnc3ccccn23)cc1	.	.	1.2	4.3%	.	-3.9%	17.2%	0.2	-7.7	.
CCn1cc(C(=O)OCC(=O)c2cc(C)n(-c3ccccc3)c2C)c(=O)c2ccc(C)nc21	9.6%	1.5%	2.1	-10.6%	14.2	-3.8%	2.2%	-12.6	6.6	.
Cc1ccccc1OCC(=O)Nc1ccc(N2CCN(C(=O)C(C)C)CC2)c(Cl)c1	-3.1%	-4.3%	6.0	-12.4%	-2.7	2.7%	-55.6%[inhibitor]	5.1	-35.6	9.1%
O=C(N/N=C/c1c[nH]c2ccc(Br)cc12)c1ccn(Cc2ccc(Cl)cc2)n1	17.7%	-2.3%	-1.5	-17.4%	-0.7	-4.5%	26.7%	7.6	.	-16.4%
O=C1C2C3C=CC(C4CC34)C2C(=O)N1/N=C/c1ccc([N+](=O)[O-])s1 (stereo not given)	5.3%	1.3%	-0.4	4.8%	5.7	1.2%	-19.9%	-2.7	0.8	?
CCn1c(SCC(=O)Nc2cccc(O)c2)nc2c1c(=O)n(C)c(=O)n2C	-2.1%	8.2%	3.0	6.1%	-1.4	-4.7%	14.8%	5.7	30.4	-2.6%
Cc1ccc(CNC(C)c2ccccc2)cc1 (stereo not given)	12.6%	1.0%	2.3	6.5%	0.2	-6.7%	5.5%	0.7	-11.1	-3.4%
O=C(C1=C[C@H](c2ccc3c(c2)OCO3)C[C@H](OCCCCO)O1)N1CCN(Cc2ccccc2)CC1	-23.2%	-0.1%	15.2	4.1%	-3.6	-18.2%	13.8%	3.2	-19.5	16.8%
CN(C)CCNC(=S)Nc1ccccc1Cl	-1.3%	0.6%	1.0	1.5%	0.4	7.3%	-3.0%	-1.1	-7.4	.
O=C(N/N=C/c1cccnc1)c1cccc(NC(=O)c2ccc(Cl)cc2)c1	32.9%[activator]	3.8%	18.1	-0.9%	2.1	-1.7%	-9.4%	-1.7	11.7	?
OCCN=C1CCCc2c1[nH]c1ccc(Br)cc21	5.4%	-0.2%	2.4	0.5%	-0.6	7.0%	16.0%	0.8	-2.2	29.5%
CCOCCCNC(=O)c1cc2c(=O)[nH]c3ccccc3c2s1	?	.	-2.3	8.8%	1.3	-2.9%	15.1%	4.0	13.1	-0.2%
CC(=O)c1ccc(OCC(O)CN2CCN(CC(O)COc3ccc(C(C)=O)cc3)CC2)cc1 (stereo not given)	6.2%	-2.4%	-2.1	-0.7%	2.5	-2.6%	-5.4%	8.8	7.8	-6.2%
Cc1cc(=O)n2nc(N3CCCC(C(=O)NCCc4ccc(Cl)cc4)C3)sc2n1 (stereo not given)	11.5%	-3.7%	-0.3	-5.2%	1.8	11.9%	5.5%	-6.0	-7.3	1.8%
COC(=O)CCCC(=O)N1CCOCCN(C(=O)CCCC(=O)OC)CCOCC1	-5.9%	-1.4%	0.9	3.8%	3.2	-5.3%	-6.9%	-10.6	-16.5	-9.6%
COc1ccc(Cl)cc1C(=O)Nn1c(C)nc2ccccc2c1=O	2.3%	-2.9%	1.8	0.0%	-0.2	0.5%	-4.3%	5.8	10.7	0.8%
COc1ccccc1-c1nnc2sc(COc3ccc(Cl)cc3)nn12	-2.7%	0.0%	7.3	-15.7%	0.9	-1.9%	-22.2%	1.0	-26.0	-13.9%
CSc1ccc(CNC(=O)C2CCC(=O)N(Cc3cccc(F)c3)C2)cc1 (stereo not given)	11.5%	-0.4%	10.8	-1.3%	.	.	-9.8%	5.8	12.8	-7.7%
O=C(N/C(=C\c1cccs1)C(=O)N1CCOCC1)c1cccs1	0.1%	-0.6%	0.2	2.1%	3.9	3.4%	-10.6%	2.1	5.7	-6.7%

Given with two lines to a compound: 2 of the compounds above.
Each structure is followed by: MLL CXXC-DNA inh	GALK inhibitor	TRPV1 agonist	ASM inhibitor	FBPA coupling cs	AT treatment	Integrin act MD	KCNH2 WT inh	KCNH2 3.1 block	MBNL1-CUG inh
O=C(N/N=C/c1cccnc1)c1cccc(NC(=O)c2ccc(Cl)cc2)c1
 : 32.9%[activator]	3.8%	18.1	-0.9%	2.1	-1.7%	-9.4%	-1.7	11.7	?
Cc1ccc(C(=O)OCC(=O)Nc2ccc3[nH]c(=O)[nH]c3c2)o1
 : .	.	0.3	0.8%	.	8.7%	-25.1%	-4.2	4.6	.

Other results follow.
SMILES	MLL CXXC-DNA inh	GALK inhibitor	TRPV1 agonist	ASM inhibitor	FBPA coupling cs	AT treatment	Integrin act MD	KCNH2 WT inh	KCNH2 3.1 block	MBNL1-CUG inh
O=C(CN1CCCCCC1)N/N=C/c1cccc(Cl)c1Cl	2.6%	3.2%	2.0	-0.9%	0.8	-5.7%	2.1%	13.3	-2.3	-0.4%
Cc1c(N/C(=N/S(=O)(=O)c2ccc(F)cc2)c2ccccc2)c(=O)n(-c2ccccc2)n1C	-11.5%	-0.1%	0.4	2.8%	1.5	0.7%	4.3%	11.9	-1.4	-5.9%
O=C(NCc1ccc(Cl)cc1)[C@@H]1CCCN1S(=O)(=O)c1ccc(Cl)cc1	.	.	.	2.1%	.	18.4%	-22.5%	4.6	3.1	.
CCc1ccccc1NC(=O)CN(C)C(=O)c1cc(C2CC2)nc2c1cnn2C(C)C	.	.	2.5	0.8%	.	-5.2%	18.1%	-6.1	6.1	.
O=C(Nc1ccc2ccccc2c1)c1onc2c1CCCC2	?	0.9%	?	-10.7%	6.1	6.8%	-17.5%	0.3	-9.6	-10.8%
COC(=O)c1c(C)cc(O)c(C=O)c1O	.	.	.	2.5%	.	.	-4.4%	-2.3	1.2	.
Cc1ccc(SCC(=O)OCC(=O)Nc2ccc3[nH]c(=O)[nH]c3c2)cc1C	.	.	?	-1.8%	.	-0.5%	7.6%	-4.3	-10.0	.
C#CCOCCOCCOCCNc1nc(N2CCN(C(=O)[C@H]([C@@H](C)CC)n3cc([C@@H](N)CC(C)C)nn3)CC2)nc(N2CCN(C(=O)[C@H](CCCCN)n3cc([C@@H](N)CO)nn3)CC2)n1	0.0%	2.1%	-1.3	4.5%	2.3	5.1%	-10.9%	3.7	-4.7	-16.5%
CCn1c(C)c(C(C)=O)c(N2CCN(c3cccc(Cl)c3)CC2)nc1=S	1.1%	0.6%	13.9	-2.1%	-5.4	-1.2%	-1.2%	-7.6	6.5	17.1%
NC(=O)c1ccc(/C=N/O)nc1	8.7%	8.1%	0.9	-3.3%	4.6	2.5%	-0.7%	-1.2	3.0	0.3%
COc1ccc(N=Nc2nc3cc(Br)c(Br)cc3n2C)c(OC)c1	?	0.6%	?	-17.0%	-19.5	-1.3%	0.8%	-30.6	-37.7	?
Cc1ccc(C)c(NC(CC(=O)c2ccccc2)C(=O)OCC(=O)c2cccs2)c1 (stereo not given)	-29.1%	0.3%	4.2	-1.5%	-1.5	8.3%	15.1%	-3.6	-0.3	-1.6%
Cc1cnc(NC(=O)c2ccc(F)c(S(=O)(=O)N3CCOCC3)c2)s1	.	.	?	-0.9%	.	2.1%	1.2%	7.0	30.8	.
Cn1cccc1C(=O)NC(=O)COC(=O)c1ccc(S(C)(=O)=O)c([N+](=O)[O-])c1	.	.	.	-6.4%	.	-21.9%	-55.9%[inhibitor]	-1.2	18.6	.

Screening data (PubChem BioAssay)

An unsorted share of the library. Share with any hit: about 2%.
